Bioassay records from PubChem.
AGP1-GFP MLPCN – alters AGP1-GFP fluorescence in TOR pathway yeast screen; GFP response vs DMSO, % at 10 µM; 0.02% of 320,000 active; S. cerevisiae AGP1-GFP multiplex flow cytometry, 3 h; GFP as percent of DMSO wells;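 active = GFP response relative to DMSO above a set limit, near screen average plus 3 SD, cut at about 150% in these data; inconclusive = fewer than 70 cells counted for the yeast strain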;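 note: median GFP channel fluorescence of the gated AGP1 strain per well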
MEP2 TOR yeast – modulators of TOR pathway MEP2-GFP in S. cerevisiae | AID 2016 | 0.51% of 330,000 active | GFP response vs DMSO, % at 10 µM | S. cerevisiae MEP2-GFP strain, flow cytometry GFP, 3 h; 100% = DMSO control level;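 active = GFP response versus DMSO above a set limit, roughly screen mean plus 3 SD, cut at about 180% in these data; inconclusive = fewer than 70 cells counted for a yeast strain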;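 note: median GFP fluorescence of the barcode-gated MEP2-GFP cells per well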
proCasp3 act – procaspase-3 (human) activation | recombinant procaspase-3 D3A, Ac-DEVD-pNA absorbance 405 nm | activation, % at 8.5 µM | 0.11% of 330,000 active | P42574;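 active = activation above the mean of all tested compounds plus 3 SD, cut at about 21% in these data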;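 note: 0% = DMSO alone and 100% = DMSO wells spiked with extra 5 µM PC-3 D3A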
Target sequence (P42574 whole entry D9A/D28A/D175A): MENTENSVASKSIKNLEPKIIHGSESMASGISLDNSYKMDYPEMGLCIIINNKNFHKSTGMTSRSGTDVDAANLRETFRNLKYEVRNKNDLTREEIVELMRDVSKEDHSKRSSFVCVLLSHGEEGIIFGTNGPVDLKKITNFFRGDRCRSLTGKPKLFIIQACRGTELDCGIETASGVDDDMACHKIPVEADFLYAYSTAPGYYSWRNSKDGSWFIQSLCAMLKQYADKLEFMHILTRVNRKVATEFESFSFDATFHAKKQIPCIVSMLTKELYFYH
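Assay system: Procaspase-3 D3A mutant, all three cleavage aspartates alanine. Buffer or medium: Zinc-free HEPES saline buffer with Triton X-100. Times: 1 h compound preincubation, 2 h substrate hydrolysis at 25 °C. Measured by: 405 nm absorbance of p-nitroaniline, reads at 0 and 120 min. Read-out basis: percent activation relative to control range. Replicates: singlicate.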
LAP4-GFP MLPCN – modulators of TOR pathway LAP4-GFP in S. cerevisiae; S. cerevisiae LAP4-GFP multiplex, flow cytometry GFP, 3 h; median GFP as percent of DMSO wells; 0.34% of 320,000 active; GFP response vs DMSO, % at 10 µM;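 active = GFP response vs DMSO above a set limit, about the screen mean plus 3 SD, cut at about 150% in these data; inconclusive = under 70 cell events counted for the yeast strain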
AHR act – activators of human aryl hydrocarbon receptor | P35869 | AHR-responsive luciferase reporter cells, luminescence | activation, % at 5 µM | 2.5% of 320,000 active; in the data active = activation above about 47%;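 note: 0% = vehicle wells and 100% = reference agonist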
Target sequence (P35869 whole entry, looked up): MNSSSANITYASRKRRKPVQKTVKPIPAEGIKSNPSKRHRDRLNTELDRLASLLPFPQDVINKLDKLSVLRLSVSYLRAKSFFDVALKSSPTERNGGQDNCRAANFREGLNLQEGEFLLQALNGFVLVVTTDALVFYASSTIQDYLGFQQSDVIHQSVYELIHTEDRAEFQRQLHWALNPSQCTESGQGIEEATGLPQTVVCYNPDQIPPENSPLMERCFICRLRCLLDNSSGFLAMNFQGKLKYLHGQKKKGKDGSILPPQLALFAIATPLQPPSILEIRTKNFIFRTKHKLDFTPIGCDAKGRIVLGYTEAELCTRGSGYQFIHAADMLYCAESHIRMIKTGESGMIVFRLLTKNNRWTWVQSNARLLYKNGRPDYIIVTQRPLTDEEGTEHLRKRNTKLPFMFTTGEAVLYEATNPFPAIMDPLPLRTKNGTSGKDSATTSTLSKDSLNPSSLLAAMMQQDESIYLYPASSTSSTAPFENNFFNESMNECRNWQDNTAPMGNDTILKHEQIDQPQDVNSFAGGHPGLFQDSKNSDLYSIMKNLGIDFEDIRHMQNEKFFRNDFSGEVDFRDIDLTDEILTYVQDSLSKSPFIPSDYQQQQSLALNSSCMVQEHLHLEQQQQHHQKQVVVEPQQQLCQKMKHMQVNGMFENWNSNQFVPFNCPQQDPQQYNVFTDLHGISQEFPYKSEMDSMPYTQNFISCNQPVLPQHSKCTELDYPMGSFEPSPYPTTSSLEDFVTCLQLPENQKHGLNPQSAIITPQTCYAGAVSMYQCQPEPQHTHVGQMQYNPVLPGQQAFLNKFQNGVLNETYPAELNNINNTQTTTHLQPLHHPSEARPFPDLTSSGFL
RPL19A TOR yeast – modulators of TOR pathway RPL19A-GFP in S. cerevisiae; S. cerevisiae RPL19A-GFP strain, flow cytometry, 3 h; hits give low values; percent response vs DMSO, % at 10 µM; 0.3% of 330,000 active; AID 2025;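 active = percent response vs DMSO below 50%; inconclusive = fewer than 70 events counted for the yeast strain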;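 note: median channel GFP fluorescence of the barcoded RPL19A-GFP strain; ratio of sample median GFP to plate DMSO average so 100% = DMSO; lower means less RPL19A-GFP as with rapamycin TOR inhibition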
CIT2-GFP yeast – modulators of TOR pathway CIT2-GFP in S. cerevisiae; S. cerevisiae CIT2-GFP strain, flow cytometry, 3 h; 100 means same as DMSO wells; GFP response vs DMSO, % at 10 µM; 0.065% of 320,000 active; AID 2029;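 active = GFP response relative to DMSO above a set limit, near the screen mean plus 3 SD, cut at about 150% in these data; inconclusive = Fewer than 70 cells measured for a yeast strain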;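 note: ratio of well median GFP fluorescence to mean of DMSO wells on the plate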
proCasp7 act – counter-screen: procaspase-7 (human) activation; recombinant procaspase-7, Ac-DEVD-pNA absorbance 405 nm; D23A/D198A/D206A triple mutant, cannot self-cleave; scale: DMSO 0, 5 µM enzyme 100; activation, % at 8.5 µM; 0.093% of 330,000 active; AID 463210;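 active = percent activation above the screen-wide mean plus 3 SD, cut at about 25% in these data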
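System: Uncleavable procaspase-7 mutant enzyme; Amount: 2 µM procaspase-7 mutant as dispensed; Schedule: 1 h compound preincubation, 2 h substrate cleavage, 25 °C; Measured by: 405 nm absorbance of p-nitroaniline; Evaluation: percent activation from buffer-corrected 0–120 min absorbance change; Control set: low DMSO alone, high DMSO plus 5 µM PC-7.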
* = called active by the depositor; ? = inconclusive; . = not tested or not shown; [ ] = dose if it differs, or a comment.

| nr | Compound | AGP1-GFP MLPCN | MEP2 TOR yeast | proCasp3 act | LAP4-GFP MLPCN | AHR act | RPL19A TOR yeast | CIT2-GFP yeast | proCasp7 act |
| --- | --- | --- | --- | --- | --- | --- | --- | --- | --- |
| 1 | COc1ccc(CNS(=O)(=O)NCc2ccccc2F)cc1 | 100 | 106 | 15 | 98 | 3 | 100 | 104 | 0 |
| 2 | C=CC[C@@H](CC(=O)N[C@@H](CO)Cc1ccccc1)C(=O)N[C@H](C)COC(=O)[C@@H](CC=C)Cc1ccc(F)cc1 | 109 | 106 | 5 | 111 | -1 | 105 | 103 | 7 |
| 3 | Cc1ccc(N(CC(=O)NCc2ccc(Cl)cc2)S(C)(=O)=O)cc1 | 93 | 97 | 1 | 87 | 1 | 98 | 106 | 1 |
| 4 | O=C(c1cc(-c2ccc(O)cc2)on1)N1CCCc2ccccc21 | 100 | 102 | 5 | 100 | 3 | 94 | 88 | -3 |
| 5 | COc1cc(C(=O)NCCSc2ccc(Cl)cc2)cc(OC)c1OC | 104 | 109 | 9 | 105 | 4 | 106 | 115 | -7 |
| 6 | Cc1cccc(-c2noc(CCC(=O)NCc3ccco3)n2)c1 | 103 | 103 | -2 | 104 | 3 | 101 | 95 | 9 |
| 7 | Cc1ccc(S(=O)(=O)N2CCOCC2)cc1NC(=O)COc1cccc(Oc2ccccc2)c1 | 103 | 96 | 15 | 102 | -3 | 93 | 101 | 0 |
| 8 | CCn1c(SCC(=O)Nc2ccc(NC(C)=O)cc2)nnc1C1CC1 | 104 | 128 | 1 | 114 | -1 | 99 | 98 | 4 |
| 9 | CCOC(=O)c1cnn(-c2nc3c(C)cccc3s2)c1C | . | 281*[may fluoresce violet] | -5 | 105[may fluoresce violet] | 9 | 54[may fluoresce violet] | ? | -8 |
| 10 | CC(Sc1ccccc1)C(=O)N(CCC#N)Cc1cccnc1 (configuration not stated) | 97 | 96 | -5 | 95 | 0 | 102 | 95 | 3 |
| 11 | O=C(NCc1ccccn1)C(=O)NCC(c1ccco1)N1CCN(c2ccc(F)cc2)CC1 (configuration not stated) | 101 | 98 | -4 | 94 | 0 | 97 | 95 | 5 |
| 12 | O=C(c1ccc(S(=O)(=O)Nc2cccc(C(F)(F)F)c2)cc1)N1CCC1 | 99 | 100 | 1 | 103 | -1 | 98 | 95 | -2 |
| 13 | COc1cc(NC(=O)c2ccc3c(c2)OCCO3)ccc1NC(=O)c1ccccc1Cl | 96 | 95 | 10 | 78 | -17 | 100 | 107 | -7 |
| 14 | Cn1cccc1/C=N/NC(=O)CNc1ccc2ccccc2c1 | 97 | 95 | -18 | 108 | 39 | 96 | 87 | -18 |
| 15 | O=C(NCCc1cccc(C(F)(F)F)c1)C1CCC(=O)N(CCc2cccc(F)c2)C1 (configuration not stated) | 100 | 95 | 0 | 93 | 3 | 100 | 98 | -8 |
| 16 | Cc1cc(C)n(-c2ccc(C(=O)Nc3cc(S(=O)(=O)N(C)C)ccc3Cl)cc2)n1 | 82 | 94 | 1 | 83 | -2 | 107 | 86 | -8 |
| 17 | CCCCN1C(=O)NC(NC(=O)C2CC2)(C(F)(F)F)C1=O (configuration not stated) | 103 | 98 | -7 | 107 | 0 | 96 | 99 | 4 |
| 18 | Cc1ccnc(NC(=O)c2ccc(S(=O)(=O)NCc3ccco3)cc2)c1 | 93 | 104 | 2 | 92 | 9 | 91 | 85 | 12 |
| 19 | Clc1ccc(-c2nnc3n2CCCCS3)cc1 | 98 | 98 | -3 | 89 | -1 | 99 | 96 | 2 |
| 20 | CCC(CC)NC(=O)c1cc(OC)c(OC)cc1[N+](=O)[O-] | 101 | 98 | -6 | 94 | 1 | 95 | 92 | 7 |
| 21 | CCN(CC)c1nc(-c2ccccc2)nc2ccccc12 | 97 | 97 | -8 | 87 | 108* | 101 | 95 | 12 |
| 22 | C[C@H]1CC[C@@]2(O[C@H](CCO)C[C@@H](O)[C@@H]2O)O1 | 85 | 89 | -8 | 115 | -3 | 95 | 87 | 8 |
| 23 | Cc1cccc(C2CC3(CC(C)(C)NC(=S)N3)Oc3cc(O)ccc32)c1 (configuration not stated) | 110 | 95 | 2 | 99 | -1 | 101 | 107 | -10 |
| 24 | COc1cc(C2CC(=O)Nc3ccccc3S2)cc(OC)c1OC (configuration not stated) | 106 | 108 | 9 | 102 | -1 | 105 | 112 | 3 |
| 25 | CCC(=O)Nc1c(S(=O)(=O)c2ccccc2)c2nc3ccccc3nc2n1Cc1ccccc1 | 72 | 99 | 19 | 92 | 12 | 96 | 103 | 12 |
| 26 | Cc1occc1C(=O)NNC(=S)NCc1ccc(Cl)cc1 | 94 | 92 | 2 | 88 | 0 | 90 | 96 | -1 |
| 27 | O=C(NC(=S)Nc1ccccc1N1CCCCC1)c1ccc(-c2cccc([N+](=O)[O-])c2)o1 | 101 | 99 | -3 | 99 | 2 | 96 | 98 | 1 |
| 28 | O=C(COC(=O)/C=C/c1cccc(Br)c1)NCc1ccco1 | 104 | 105 | -7 | 92 | 1 | 102 | 112 | -1 |
| 29 | CCN(CC)C(=O)C1CCN(Cc2cn(C)nc2-c2ccc(Oc3ccccc3)cc2)CC1 | 102 | 104 | 2 | 94 | 2 | 106 | 101 | -8 |
| 30 | Cc1noc(C)c1S(=O)(=O)N(CC(=O)NCc1ccccc1)c1ccc(C(C)C)cc1 | 111 | 121 | 9 | 108 | 1 | 105 | 114 | 3 |
| 31 | C/C=C/C=C\C(=O)Nc1cccc(C2=NOC3(C2)C[C@@H](C(N)=O)N(C(=O)c2cc([N+](=O)[O-])cc([N+](=O)[O-])c2C)C3)c1 (some centres not stated) | 89 | 100 | 3 | 126 | 2 | 102 | 94 | -6 |
| 32 | CCC(C)(C(=O)NC1CCCCC1)N(Cc1ccco1)C(=O)c1ccc2c(c1)OCO2 (configuration not stated) | 94 | 93 | 1 | 91 | 0 | 95 | 101 | -6 |
| 33 | COc1ccc(/C=C(/NC(=O)c2cccs2)C(=O)NC(C)(C)C)cc1OC | 92 | 100 | -4 | 77 | 2 | 96 | 101 | 1 |
| 34 | CC(NC(=O)COC(=O)CSCc1ccccc1)c1ccccc1 (configuration not stated) | 113 | 108 | 10 | 100 | 3 | 106 | 93 | 5 |
| 35 | COc1ccc(OCCOCCN2CCN(C)CC2)cc1 | 106 | 107 | -1 | 94 | -1 | 104 | 107 | -1 |
| 36 | Cn1cccc1Cc1nnc(SCC(N)=O)n1-c1ccc(F)cc1 | 100 | 92 | -1 | 99 | 0 | 99 | 101 | -5 |
| 37 | O=C(Nc1cc(F)ccc1F)c1cccc(-n2cnnn2)c1 | 99 | 87 | 2 | 100 | 3 | 95 | 85 | 15 |
| 38 | CCOC(=O)c1c(NC(=O)c2ccccc2)sc2c(O)c(CN(CC)CC)ccc12 | 95 | 102 | -5 | 110 | 9 | 87 | 84 | -8 |
| 39 | COc1ccc(OCc2nc(N)nc(Nc3ccccc3OC)n2)cc1 | . | 98 | -5 | 100 | 17 | 95 | 91 | 2 |
| 40 | COC(=O)c1cc(C(=O)OC)n(Cc2ccc(F)cc2)n1 | 94 | 94 | -6 | 97 | -1 | 97 | 90 | -11 |
| 41 | COc1cccc(NC(=O)Nc2cc(C(=O)O)ccc2N2CC3CC(C2)c2cccc(=O)n2C3)c1 (configuration not stated) | 104 | 97 | 0 | 106 | 1 | 98 | 111 | -2 |
| 42 | CCCOc1ccc(CNC(=O)c2ccc3nc(N4CCOCC4)sc3c2)cc1 | 104 | 95 | -3 | 103 | -1 | 100 | 95 | -4 |
| 43 | CS(=O)(=O)Nc1ccc(C(=O)NCCc2ccccc2)cc1 | 94 | 99 | 3 | 95 | 3 | 94 | 102 | -5 |
| 44 | O=C(NCCc1ccccc1)C1CCCN1S(=O)(=O)c1ccccc1 (configuration not stated) | 106 | 100 | 1 | 100 | 2 | 100 | 103 | -2 |
| 45 | COC(=O)c1ccc(CNC(=O)c2cc3ccccc3oc2=O)cc1 | 87 | 97 | 4 | 87 | 1 | 89 | 85 | 8 |
| 46 | COc1cc(OC)cc(-c2nnc(Sc3ccc(C=O)cc3[N+](=O)[O-])o2)c1 | 100 | 92 | -18 | 113 | 8 | 96 | 96 | -8 |
| 47 | COc1ccc(N(CC(=O)Nc2cccc3ccccc23)S(C)(=O)=O)cc1 | 94 | 104 | -3 | 91 | 9 | 103 | 102 | 4 |
| 48 | COc1cc(/C=C2/C(=O)N(c3ccc([N+](=O)[O-])cc3)N=C2N2CCOCC2)ccc1O | 114 | 105 | 11 | 103 | 0 | 107 | 126 | -5 |
| 49 | CCOC(=O)c1c(C)oc(NC(=O)COc2ccc(Cl)cc2C)c1C#N | 97 | 101 | -1 | 95 | 1 | 99 | . | 7 |
| 50 | Cc1oc2cc3oc(=O)c(CCC(=O)NCCN4CCOCC4)c(C)c3cc2c1C | 95 | 94 | 0 | 100 | -1 | 95 | 93 | 8 |
| 51 | COc1cccc(C(=O)CN(C(=O)c2ccc(Cl)c(Cl)c2)N2C(=O)C3CCCCC3C2=O)c1 (configuration not stated) | 90 | 94 | 10 | 98 | 1 | 97 | . | 2 |
| 52 | O=C(Nc1ccn(-c2ccccc2)n1)c1ccc(S(=O)(=O)N2CCCCCC2)cc1 | 80 | 102 | -8 | 97 | 0 | 110 | 67 | -3 |

Filtered by structure: those above with a furan ring, fused or not
| nr | Compound | AGP1-GFP MLPCN | MEP2 TOR yeast | proCasp3 act | LAP4-GFP MLPCN | AHR act | RPL19A TOR yeast | CIT2-GFP yeast | proCasp7 act |
| --- | --- | --- | --- | --- | --- | --- | --- | --- | --- |
| 6 | Cc1cccc(-c2noc(CCC(=O)NCc3ccco3)n2)c1 | 103 | 103 | -2 | 104 | 3 | 101 | 95 | 9 |
| 11 | O=C(NCc1ccccn1)C(=O)NCC(c1ccco1)N1CCN(c2ccc(F)cc2)CC1 (configuration not stated) | 101 | 98 | -4 | 94 | 0 | 97 | 95 | 5 |
| 18 | Cc1ccnc(NC(=O)c2ccc(S(=O)(=O)NCc3ccco3)cc2)c1 | 93 | 104 | 2 | 92 | 9 | 91 | 85 | 12 |
| 26 | Cc1occc1C(=O)NNC(=S)NCc1ccc(Cl)cc1 | 94 | 92 | 2 | 88 | 0 | 90 | 96 | -1 |
| 27 | O=C(NC(=S)Nc1ccccc1N1CCCCC1)c1ccc(-c2cccc([N+](=O)[O-])c2)o1 | 101 | 99 | -3 | 99 | 2 | 96 | 98 | 1 |
| 28 | O=C(COC(=O)/C=C/c1cccc(Br)c1)NCc1ccco1 | 104 | 105 | -7 | 92 | 1 | 102 | 112 | -1 |
| 32 | CCC(C)(C(=O)NC1CCCCC1)N(Cc1ccco1)C(=O)c1ccc2c(c1)OCO2 (configuration not stated) | 94 | 93 | 1 | 91 | 0 | 95 | 101 | -6 |
| 49 | CCOC(=O)c1c(C)oc(NC(=O)COc2ccc(Cl)cc2C)c1C#N | 97 | 101 | -1 | 95 | 1 | 99 | . | 7 |
| 50 | Cc1oc2cc3oc(=O)c(CCC(=O)NCCN4CCOCC4)c(C)c3cc2c1C | 95 | 94 | 0 | 100 | -1 | 95 | 93 | 8 |
